Compound activity as filed in PubChem.
Tn7 DDE FP: inhibitors of Tn7 peptide binding to fibrin DD(E), primary screen, biochemical, fluorescence polarization, human fibrin, Tn7 probe; inhibition, % at 8.3 µM; FP displacement of FITC-Tn7 peptide from fibrin DD(E); 0% = median of compound wells per plate; hit rate 0.13% among 370,000; Fibrinogen beta chain (Homo sapiens), P02675;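 active = inhibition above the mean of compounds falling within the control limits plus 3 SD of them, cut at about 14% in these data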;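 also: 0% = plate median of compound wells and 100% = 10 µM Aha-Tn7 peptide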
Target sequence (P02675 whole entry, looked up): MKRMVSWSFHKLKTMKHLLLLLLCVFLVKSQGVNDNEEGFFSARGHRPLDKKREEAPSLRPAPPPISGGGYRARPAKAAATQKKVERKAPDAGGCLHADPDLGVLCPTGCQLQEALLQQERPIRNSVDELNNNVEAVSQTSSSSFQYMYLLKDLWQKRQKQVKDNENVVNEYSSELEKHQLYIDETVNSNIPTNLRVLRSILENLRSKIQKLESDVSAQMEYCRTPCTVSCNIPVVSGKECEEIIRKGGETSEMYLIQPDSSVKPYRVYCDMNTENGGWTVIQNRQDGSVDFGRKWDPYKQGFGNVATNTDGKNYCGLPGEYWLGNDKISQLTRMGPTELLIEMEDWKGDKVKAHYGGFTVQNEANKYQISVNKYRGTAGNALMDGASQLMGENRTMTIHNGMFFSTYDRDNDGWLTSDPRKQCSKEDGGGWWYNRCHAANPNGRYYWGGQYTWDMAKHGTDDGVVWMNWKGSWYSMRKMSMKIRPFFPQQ
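Assay system: Human clot-derived fibrin DD(E) complex | Buffer or medium: Tris/NaCl/CaCl2 buffer, pH 7.8 | Repeats: One replicate per compound | Benchmarks: Aha-Tn7 high control | Measure: % inhibition scaled between sample-field median and high-control FP | Schedule: 10 min plus 3 h, room temperature | Signal: Fluorescence polarization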
ASAP1 inh: inhibitors of human ASAP1 ArfGAP activity, primary screen, biochemical, fluorescence polarization; Arf-GAP with SH3 domain, ANK repeat and PH domain-containing protein 1 (Homo sapiens), …; inhibition, % at 16.5 µM; ASAP1-stimulated ARF1 GTP hydrolysis, GDP FP detection; hit rate 0.19% among 360,000; in the data active = inhibition above about 25%;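 also: 0% = vehicle with enzyme and substrate and 100% = no enzyme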
Target sequence (Q9ULH1 325-724 limits assumed): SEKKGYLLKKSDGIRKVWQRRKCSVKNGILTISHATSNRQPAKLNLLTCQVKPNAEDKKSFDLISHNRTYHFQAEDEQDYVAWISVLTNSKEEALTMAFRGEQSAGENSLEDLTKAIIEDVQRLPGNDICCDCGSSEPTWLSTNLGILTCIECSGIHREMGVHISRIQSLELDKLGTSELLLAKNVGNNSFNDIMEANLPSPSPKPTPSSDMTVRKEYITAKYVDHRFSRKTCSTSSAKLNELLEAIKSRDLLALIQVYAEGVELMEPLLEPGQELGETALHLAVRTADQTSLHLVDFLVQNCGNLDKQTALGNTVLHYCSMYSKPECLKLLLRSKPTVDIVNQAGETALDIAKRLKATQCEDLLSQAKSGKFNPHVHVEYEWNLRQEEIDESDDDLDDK
Rev-erbA mod: modulators of Rev-erb alpha DNA binding, primary screen, biochemical, FITC-DNA, fluorescence polarization, uHTS; hit rate 0.79% among 370,000; activity, % at 10 µM; Rev-erbα–FITC-DNA binding, 90 min;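 active = activity above about 14%, limit read from the data; passing the limit was not always enough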;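 also: 0% = DMSO wells with 35 nM protein and 100% = DMSO wells with 750 nM protein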
ARFGAP1 inhibitor: inhibitors of rat ARFGAP1 GAP activity, primary screen, biochemical, fluorescence polarization, GDP tracer; ADP-ribosylation factor GTPase-activating protein 1 (Rattus norvegicus), Q62848; AID 651572, 2012; hit rate 0.26% among 360,000; Arfgap1-stimulated ARF1 GTP hydrolysis, GDP FP detection; inhibition, % at 16.5 µM;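 active = inhibition above a per-plate limit, mean inhibition of low control wells plus 3 SD, cut at about 25% in these data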;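 also: 0% = DMSO wells with enzyme and 100% = wells lacking Arfgap1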
Target sequence (Q62848 1-136 limits assumed): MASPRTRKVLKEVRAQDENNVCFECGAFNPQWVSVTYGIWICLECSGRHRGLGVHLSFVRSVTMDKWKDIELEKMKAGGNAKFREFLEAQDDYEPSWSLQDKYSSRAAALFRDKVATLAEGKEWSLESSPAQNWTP
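System: truncated rat Arfgap1 GAP domain / Medium: HEPES-based buffer, pH 7.5 / Also added: N-terminally truncated human ARF1-GTP substrate / Incubation: enzyme reaction 120 min at 25 °C after 20 min preincubation / Measured by: FP of antibody-bound GDP Alexa 633 tracer, ex 620/em 688 nm / Replicates: singlicate, each compound tested once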
UHRF1 MBD2 ctr: UHRF1 methylated DNA binding inhibitors, primary screen, counter-screen for MBD2 inhibitor project, biochemical, TR-FRET, human UHRF1, single concentration; inhibition, % at 4.4 µM; UHRF1 binding to methylated oligo; E3 ubiquitin-protein ligase UHRF1 (Homo sapiens), Q96T88; AID 687016, 2013; hit rate 0.75% among 370,000; in the data active = inhibition above about 21%;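 also: UHRF1 SRA domain binding a hemimethylated CpG hairpin DNA probe; 0% = median of test compound wells and 100% = reference inhibitor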
HGIII-sPLA2 inh: human group III sPLA2 inhibitors, primary screen, biochemical, QFRET, BODIPY PC-A2 liposome substrate; hit rate 0.56% among 370,000; AID 743126, 2013; inhibition, % at 12.2 µM; Group 3 secretory phospholipase A2 (Homo sapiens), Q9NZ20; QFRET BODIPY PC-A2 liposome hydrolysis, fluorescence;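 active = inhibition above mean plus 3 SD of compounds lying within the high and low control bounds, cut at about 19% in these data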;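 also: 0% = median of test compound wells and 100% = no enzyme DMSO wells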
PLC-beta3 inh: human PLC-beta3 inhibitors, primary screen, biochemical, fluorescence. AID 720704, 2013. 1-phosphatidylinositol 4,5-bisphosphate phosphodiesterase beta-3 (Homo sapiens), Q01970. hit rate 0.18% among 370,000. inhibition, % at 12.2 µM. Purified PLC-beta3, fluorogenic substrate; in the data active = inhibition above about 11%;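 also: 0% = median of compound wells on plate and 100% = full blocker control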
DDE Tn6 FP inh: inhibitors of Tn6 peptide binding to fibrin DD(E), primary screen, biochemical, fluorescence polarization, human fibrin, Tn6 probe. Fibrinogen beta chain (Homo sapiens), P02675. Fibrin DD(E) TRITC-Tn6 fluorescence polarization displacement. inhibition, % at 8.3 µM. hit rate 0.21% among 370,000. AID 720509, 2013;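 active = inhibition above a per-campaign cutoff: mean of compounds within control limits plus 3 SD, cut at about 15% in these data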;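 also: 0% = median of all compound wells on the plate and 100% = blocking peptide control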
proKLK7 act: proKLK7 zymogen activators, primary screen, biochemical, fluorescence intensity | Kallikrein-7 (Homo sapiens), P49862 | AID 652039, 2013 | hit rate 0.9% among 370,000 | activation, % at 7 µM | purified proKLK7, EDANS-DABCYL substrate fluorescence; 100% is mature enzyme control, 0% vehicle;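 active = activation above the mean of all tested compounds plus 3 SD, computed per campaign excluding outliers beyond control limits, cut at about 13% in these data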
PLCg1 inh: PLC-gamma1 enzyme inhibitors, primary screen, biochemical, fluorescence, purified enzyme. fluorogenic substrate. hit rate 0.84% among 370,000. 1-phosphatidylinositol 4,5-bisphosphate phosphodiesterase gamma-1 (Homo sapiens), P19174. inhibition, % at 12.2 µM; in the data active = inhibition above about 9.5%
Active calls of the source: *; i = inactive; · = no result given. Compounds were not picked by outcome (roughly 4.5% active in at least one column).

Preview (4 entries):
SMILES	Tn7 DDE FP	ASAP1 inh	Rev-erbA mod	ARFGAP1 inhibitor	UHRF1 MBD2 ctr	HGIII-sPLA2 inh	PLC-beta3 inh	DDE Tn6 FP inh	proKLK7 act	PLCg1 inh
O=C(Cn1cnc([N+](=O)[O-])c1)c1ccc(Cl)cc1	1	-16	3	6	0	-35	1	9	-0.4	-1
Cc1csc(NC(=O)C(C)Oc2ccc(Br)cc2)n1 (centres undefined)	2	-11	1	-1	1	3	0	-6	-0.1	3
CC1CCCCC1NC(=O)CCS(=O)(=O)c1cc2c(cc1Cl)NC(=O)CO2 (centres undefined)	2	-13	7	-6	2	0	-3	-9	-0.7	4
COc1ccc(N2C(=O)C3CCCN3C2c2ccc(C)cc2)cc1Cl (centres undefined)	3	1	5	3	1	1	-2	2	-0.3	-1

All compounds of this part, from the start:
SMILES	Tn7 DDE FP	ASAP1 inh	Rev-erbA mod	ARFGAP1 inhibitor	UHRF1 MBD2 ctr	HGIII-sPLA2 inh	PLC-beta3 inh	DDE Tn6 FP inh	proKLK7 act	PLCg1 inh
O=C(Cn1cnc([N+](=O)[O-])c1)c1ccc(Cl)cc1	1	-16	3	6	0	-35	1	9	-0.4	-1
Cc1csc(NC(=O)C(C)Oc2ccc(Br)cc2)n1 (centres undefined)	2	-11	1	-1	1	3	0	-6	-0.1	3
CC1CCCCC1NC(=O)CCS(=O)(=O)c1cc2c(cc1Cl)NC(=O)CO2 (centres undefined)	2	-13	7	-6	2	0	-3	-9	-0.7	4
COc1ccc(N2C(=O)C3CCCN3C2c2ccc(C)cc2)cc1Cl (centres undefined)	3	1	5	3	1	1	-2	2	-0.3	-1
Cc1c(NS(=O)(=O)N2CCCC2)c(=O)n(-c2ccccc2)n1C	-7	7	6	2	6	13	-1	-3	0.6	2
CC1CC(C)CN(S(=O)(=O)c2cccc(C(=O)N3C(=O)c4cccc(N)c4C3=O)c2)C1 (centres undefined)	-2	4	-4	3	-4	4	i	-4	21*	i
CSc1nc2c(c(=O)[nH]c(=O)n2C)n1C/C=C(\C)Cl	2	-1	-3	-12	1	9	1	-1	-0.2	3
Cc1ccc(-n2cc(CNCCCn3ccnc3C)c(-c3ccc(F)cc3)n2)cc1	-5	10	7	10	-1	-10	-2	0	0.2	3
CC(Nc1nc(-c2ccc3c(c2)NC(=O)CO3)cs1)c1ccccc1 (centres undefined)	-4	-7	1	6	1	-4	-2	0	0.5	-2
Cc1ccc(NC2CCCN(C(=O)c3ccoc3C)C2)cc1C (centres undefined)	8	-2	-5	-8	3	8	-5	4	-0.9	-4
O=c1[nH]c(CN2CCCCC2)nc2c1C1(CCCCC1)Cc1ccccc1-2	-6	-3	0	2	3	-2	5	-2	0.4	2
Cc1cc2ccccn2c1C(=O)c1cc([N+](=O)[O-])cc([N+](=O)[O-])c1	-2	9	6	-14	-2	5	2	6	0.2	-1
O=C(NCC1CCCN1S(=O)(=O)c1cccs1)C(=O)Nc1cccc(F)c1 (centres undefined)	-4	-2	-1	13	1	-5	-5	0	-0.2	1
COc1ccc(CCNC(=O)CCc2ccc(S(=O)(=O)NC(C)C)cc2)cc1	3	3	0	-2	2	5	1	6	-0.1	2
Cc1c(Cl)cccc1N=c1c([N+](=O)[O-])nn(-c2ccccc2)n1O	4	0	10	4	-4	-2	2	-5	0.5	2
O=c1[nH]c(=S)[nH]nc1Cc1ccc(Cl)c(Cl)c1	0	3	1	2	2	10	-9	1	0.3	1
CC(C)c1ccccc1OCCNS(C)(=O)=O	1	13	17	0	-2	1	-2	-1	-0.7	2
Cn1c(=O)c2ncn(CC(=O)NC3CCCCCC3)c2n(C)c1=O	-7	4	0	3	1	5	8	-6	0.7	8
CC(C)CNC(=O)C1(C)CCCN1C(=O)c1cncc(Br)c1 (centres undefined)	1	3	0	-5	-1	0	4	-5	-0.6	0
CC12C(=O)N(n3cnnc3)C(=O)C1C1C=CC2C1 (centres undefined)	2	-5	-5	0	2	5	0	0	0.2	2
O=C(Nc1ccc(Cl)cc1C(=O)N1CCOCC1)c1ccco1	-5	-2	-7	12	2	20*	-4	-3	-0.1	6
CCOc1ccc2[nH]c(C(=O)N/N=C/c3cc(OC)c(OC)c(OC)c3)cc2c1	3	27*	-15	20	-2	-11	-287	-16	-13	-208
COCCNc1oc(/C=C/c2cccc(OC)c2)nc1S(=O)(=O)c1ccccc1	-8	-6	-4	-2	-1	-4	-303	7	-6.5	-221
CS(=O)(=O)N1CCN(c2ccccc2NC(=O)c2cc(Br)ccc2Cl)CC1	0	8	-1	-7	6	5	-4	-4	0.7	-1
OC(CNc1nc(-c2cccnc2)nc2ccccc12)c1ccccc1 (centres undefined)	-5	-10	4	8	0	-2	-27	-5	-0.3	-14
O=C(NCC1CCCO1)c1ccc2c(=O)n(CC3CCCO3)c(=S)[nH]c2c1 (centres undefined)	6	-7	-6	1	0	3	2	6	0.1	2
Cc1ccc(S(=O)(=O)NC(=O)NCCCCNC(=O)NS(=O)(=O)c2ccc(C)cc2)cc1	-3	-1	0	4	-2	-3	2	2	0.0	4
COc1ccccc1OCC(=O)N1CCCC(Nc2cccc(F)c2)C1 (centres undefined)	-1	3	2	-6	0	1	-5	7	-0.1	2
O=C(NCCCn1cccn1)C1CCC(=O)N(Cc2cccc(C(F)(F)F)c2)C1 (centres undefined)	5	7	3	16	0	9	5	-1	-0.4	3
CSc1nc(-c2ccc(Cl)cc2)nn1S(=O)(=O)c1ccc(Cl)cc1	-4	2	-10	1	0	6	0	5	-0.1	2
COc1ccc(C(=O)OCc2cc(C)ccc2C)cc1S(=O)(=O)N1CCCC1	-2	1	0	4	2	-9	-8	-1	-0.8	6
O=C(CCC1CCCCC1)NCCN1C2=NC[C@H](Cc3ccccc3)N2C[C@H]1Cc1ccc(O)cc1	4	-5	2	0	3	-17	-5	6	-0.1	5
COc1cccc(C(=O)N2C(C(C)C)COc3cc(Br)ccc3S2(=O)=O)c1 (centres undefined)	6	9	12	-4	-4	3	-5	3	-0.2	0
Cc1cc(-c2ccc3c(c2)COc2c4ccccc4nn2-3)on1	-1	1	-5	11	-1	1	-93	-3	-2.2	-47
COc1ccc2cc(-c3cccc4[nH]cc(C)c34)ccc2c1	6	·	9	·	0	-15	-108	10	-1.6	-73
C=CCN1C(=O)C2(OCCCO2)c2ccccc21	4	-5	2	-18	0	2	-2	3	-0.2	2
COc1ccc(S(=O)(=O)N(C)CC(=O)N2CCN(C)CC2)cc1Cl	7	-8	3	0	7	2	-4	-8	0.8	-1
Cc1[nH]c2ccccc2c1C(=O)CSc1nc2ccccc2c(=O)n1CCCN1CCOCC1	-1	16	1	10	0	-36	8	-12	0.1	9
CC(C)C(C)NC(=O)COc1ccc(-c2ccccc2)cc1 (centres undefined)	2	11	-1	-4	-1	-8	0	-3	0.4	-1
CS(=O)(=O)N(C(=O)NC(=O)NC12CC3CC(CC(C3)C1)C2)C1CCCCC1	0	-15	-3	12	0	-4	-5	-6	0.5	-1
CC(=O)NCCn1c(SCC(=O)NCc2ccco2)nc2ccccc2c1=O	3	-14	6	2	0	3	-1	3	0.0	-3
CC(C)c1ccc(NC(=O)C2CC2c2ccccc2)cc1 (centres undefined)	7	-6	4	-2	-1	-3	-4	7	0.0	-1
CC1C(=O)Nc2ccccc2N1C(=O)c1ccc(O)cc1 (centres undefined)	1	1	3	5	-3	-7	-1	9	-0.8	1
CCN(C(=O)COC(=O)/C=C/c1ccc(OC(F)F)c(OC)c1)C1CCS(=O)(=O)C1 (centres undefined)	3	-7	5	1	5	8	-22	0	1.7	-16
Cc1nnc(NC(=O)CSc2nnc(Cc3cccn3C)n2C)s1	1	-4	0	-12	1	-5	-9	9	1.0	-12
CCN(CC)CCN(C(=O)c1ccc(C(C)=O)cc1)c1nc2ccc(Cl)cc2s1	1	13	-4	-5	3	9	-3	-4	-0.2	3
O=C(c1ccc(C(F)(F)F)cc1)C1CCCN(C(=O)Cn2cnnn2)C1 (centres undefined)	4	0	2	21	2	1	-4	7	-0.4	1
Cc1ccc(N=Cc2sccc2C)cc1C	-1	-8	-1	-3	-3	-1	0	-5	-0.2	2
CC(=O)Nc1nnc(SCc2cc(=O)c(OC(=O)c3ccccc3)co2)s1	3	-9	-6	15	1	0	-9	10	-0.3	2
O=C(Nc1cccc(S(=O)(=O)N2CCCCCC2)c1)C1CCC1	-4	-5	6	16	0	-8	0	-3	-0.2	2
(more compounds)
SMILES	Tn7 DDE FP	ASAP1 inh	Rev-erbA mod	ARFGAP1 inhibitor	UHRF1 MBD2 ctr	HGIII-sPLA2 inh	PLC-beta3 inh	DDE Tn6 FP inh	proKLK7 act	PLCg1 inh
COc1ccc(C(=O)N2c3ccc(F)cc3CCC2C)cc1OC (centres undefined)	2	2	3	-2	-1	-7	-1	-4	0.4	0
COC(=O)N/N=C/c1ccccc1Cl	-4	1	-4	14	-1	3	-1	5	-0.1	3
Cc1cc(NC(=O)COC(=O)[C@@H](NS(=O)(=O)c2ccc(Br)cc2)C(C)C)no1	4	-2	6	1	0	-7	-21	0	-0.3	-1
CN(Cc1ccccc1)Cc1nc2c(c(=O)n(C)c(=O)n2C)n1Cc1ccc(F)cc1	-9	3	5	-5	0	-1	7	5	-0.7	3
O=C(NC(=S)N1CCN(C/C=C/c2ccccc2)CC1)c1ccc(F)cc1	8	4	6	-2	7	6	-4	-1	0.6	0
CC(/C=N/NC(=O)c1nnn(-c2nonc2N)c1CN1CCCCC1)=C\c1ccccc1	2	-11	6	-4	-3	-13	-6	8	0.5	0
O=S(=O)(Cc1ccccc1)N1CCCCC1	-1	-6	-2	-2	4	7	-4	-3	-0.7	-4
O=C(CCN1C(=O)c2ccccc2C1=O)NCCCn1ccnc1	0	-1	3	-5	-1	-4	0	-4	-0.2	1
Cc1cccc(C)c1NC(=O)C[n+]1cc(-c2ccccc2)n2c1CCC2	-7	1	-1	13	14	5	-3	2	0.1	5
